SRC1 TRFRET art – counter-screen for PPARgamma SRC-1 recruitment agonists: TR-FRET artefact; TR-FRET detection artefact counter-screen, emission ratio; active compounds read high; TR-FRET ratio at 8 µM; actives 0.34% (n = 99,000); in the data active means TR-FRET ratio above about 2300; further: inactives centre near 1800; reference of the scale not given here
SRC3 TRFRET art – counter-screen for PPARgamma SRC-3 recruitment agonists: TR-FRET artefact; AID 1048; actives 0.39% (n = 99,000); PPARgamma/SRC-3 format; active compounds read high; TR-FRET ratio at 8 µM; in the data active means TR-FRET ratio above about 2000; further: inactives centre near 1600; reference of the scale not given here
* = called active by the depositor; & = joins results of further samples.

SMILES	SRC1 TRFRET art	SRC3 TRFRET art
CCOc1ccc(C(=O)NC(=S)Nc2ccc(NC(=O)C(C)C)cc2)cc1[N+](=O)[O-]	1664	1541
CN(C)/C=C/C(=C\C(=O)C(F)(F)F)Nc1ccc(C(F)(F)F)cc1	1841	1605
O=C1CC(c2ccco2)CC(O)=C1C=Nc1cc(Cl)ccc1Cl (stereo unspecified)	1745	1380
COc1ccc2[nH]cc(CCNC(=O)c3ccc([N+](=O)[O-])cc3)c2c1	1910	1812
CCOC(=O)c1c(NC(=O)C2CCCO2)sc(C)c1C (stereo unspecified)	1745	1489
C/C(=N\Nc1nc2ccccc2[nH]1)c1ccc2c(c1)OCO2	2035	1744
S=C(Nc1cccnc1)N1CCCCC1	2024	1739
COc1ccc(CN=C2NN=C(c3ccccc3)CS2)cc1	1655	1569
COc1ccc(CCNC(=O)COC(=O)/C=C/c2cccs2)cc1	1825	1430
COC(=O)C1CC(O)CN1C(=O)NC1CCCCC1 (stereo unspecified)	1743	1378
COc1ccc(C(=O)CN2CCN(S(=O)(=O)c3cccc([N+](=O)[O-])c3)CC2)cc1OC	1828	1684
Cc1c(S(=O)(=O)N2CCCC(C(=O)O)C2)cnn1C (stereo unspecified)	1752	1476
C=CCc1c(C)nc2ccc(C(=O)OCC)cc2c1Cl	2003	1675
COc1ccc(NC(=S)NCCNC(C)=O)cc1	1771	1507
CCCN(CC1CC1)C(=O)COC(=O)c1ccc(CNS(=O)(=O)c2ccc(F)c(Cl)c2)cc1	1630	1454
CCC1(C)Cc2nc3[nH]c(=S)n(-c4ccccc4)c(=O)c3cc2CO1 (stereo unspecified)	1782	1622
COC(=O)c1cc(Sc2cccc(Cl)c2Cl)ccn1	1731	1598
O=C(Nc1ccc(S(=O)(=O)Nc2nccs2)cc1)c1cc(-c2ccccc2)nc2ccccc12	1688	1335
O=[N+]([O-])c1cccc(-c2nnc(-c3ccccc3)o2)c1	1555	1483
COc1cc([N+](=O)[O-])ccc1NC(=O)CN1CCCC1	1861	1529

Compounds shown so far with nitrogen in an aromatic ring:
SMILES	SRC1 TRFRET art	SRC3 TRFRET art
COc1ccc2[nH]cc(CCNC(=O)c3ccc([N+](=O)[O-])cc3)c2c1	1910	1812
C/C(=N\Nc1nc2ccccc2[nH]1)c1ccc2c(c1)OCO2	2035	1744
S=C(Nc1cccnc1)N1CCCCC1	2024	1739
Cc1c(S(=O)(=O)N2CCCC(C(=O)O)C2)cnn1C (stereo unspecified)	1752	1476
C=CCc1c(C)nc2ccc(C(=O)OCC)cc2c1Cl	2003	1675
CCC1(C)Cc2nc3[nH]c(=S)n(-c4ccccc4)c(=O)c3cc2CO1 (stereo unspecified)	1782	1622
COC(=O)c1cc(Sc2cccc(Cl)c2Cl)ccn1	1731	1598
O=C(Nc1ccc(S(=O)(=O)Nc2nccs2)cc1)c1cc(-c2ccccc2)nc2ccccc12	1688	1335
O=[N+]([O-])c1cccc(-c2nnc(-c3ccccc3)o2)c1	1555	1483

(cont.)
SMILES	SRC1 TRFRET art	SRC3 TRFRET art
CS(=O)(=O)C1=C(O)C(=O)N(c2ccccc2)C1c1ccccc1 (stereo unspecified)	1589	1240
Cc1ccc(CN2CCc3c(OCc4ccc(F)cc4)cccc3C2=O)cc1	1600	1426
CCCC(=O)OC1CCS(=O)(=O)c2sccc21 (stereo unspecified)	1912	1634
COC(=O)C1C(c2ccc(OC)cc2)Nc2nnc(C(F)(F)F)n2C1(C)O (stereo unspecified)	1862	1624
COC(=O)C1=C(C)N(c2ccc(F)cc2)/C(=C/c2ccc(O)cc2)C1=O	1649	1656
CC(=O)c1c(C)oc2c1C(=O)c1ccccc1C2=O	1809	1492
COc1ccc(OC)c2[nH]c(=O)c(CCNC(=S)NC(C)(C)C)cc12	1582	1317
COc1ccc(Cl)cc1C(=O)NNC(=O)CSc1nnnn1C	1526	1487
COc1ccc(NC(=O)c2ccc(=O)[nH]c2)cc1S(=O)(=O)N1CCCCC1	1758	1728
CCOc1ccc(C(=O)CC(Sc2ccc(C)cc2)C(=O)O)cc1 (stereo unspecified)	1651	1395
CCCCNC(=O)Nc1nc2ccc(CC)cc2s1	1759	1581
Cc1c([C@@H]2C[C@H]3CN(Cc4cccc(Cl)c4)C(=O)[C@]34CCCN24)cnn1C	1922	1383
C=CCn1c(C)csc1=Nc1ccc(C(=O)O)cc1	1559	1441
CCN(CC)CCN1C(=O)C(=O)/C(=C(/O)c2c(C)[nH]c(C(=O)OC)c2C)C1c1cccc(OC)c1 (stereo unspecified)	1583	1217
O=C1OC2(CCCCC2)OC(=O)C1=CNc1nccs1	1824	1465
CCOc1cc(/C=N/NC(=O)C(=O)NC2CC2)cc(Br)c1O	2010	1648
CCOc1ccc(/C=N/Nc2ccccn2)cc1OC	1992	1597
Cc1nnc(SCC(=O)c2ccc(Br)cc2)s1	1783	1802
COc1ccc(/C=C2\C(=O)OCc3cc(OC)c(OC)cc32)cc1OC	1844	1561
Cc1ccc(S(=O)(=O)c2cnc3cc(C)nn3c2N)cc1	1819	1628
COc1ccc(CCNC(=O)c2cc(C(=O)c3cc(C)ccc3O)cn(CCc3ccc(OC)cc3)c2=O)cc1	1956	1612
COCCn1c(=O)c2ccccc2c2ccccc2c1=O	1802	1765
CC(C)(C)OC(=O)NCCCC[C@@H](C(=O)N1CCN(C(=O)OC(C)(C)C)CC1)n1cc(CCC(=O)O)nn1	1604	1559
Cc1nc(NC(=O)c2cccc(-c3cc4ccccc4oc3=O)c2)ccc1Br	1840	1600
CC1CCCC(NC(=S)NC(=O)c2ccccc2Br)C1C (stereo unspecified)	1533	1365
N/C(=N\OC(=O)/C=C/c1ccccc1)c1ccccn1	2105	1515
COC(=O)CCC/C=C1\SC[C@@H](NC(=O)c2ccccc2)C1NC(C)=O (stereo partly specified)	1664	1512
O=C(O)CN1CCCCCC1=O	1779	1681
COc1cc(/C=C2/NC(=O)NC2=O)cc(Br)c1OCc1ccccc1	1454	1469
Cc1cc(C)nc(N(C#N)Cc2cccc(Cl)c2)n1	1756	1518
Cc1ncccc1C(=O)N1CCCC(CNC(=O)C2(c3ccc(Cl)cc3)CC2)C1 (stereo unspecified)	1765	1569
CCOP(=O)(OCC)C(Nc1ccccc1)c1ccco1 (stereo unspecified)	1880	1671
CCCNc1nc(Cl)nc(NC(C)(C)C)n1	1872	1776
COc1ccccc1NC(=O)c1sc2ncn(Cc3cccc4ccccc34)c(=O)c2c1C	1972	1946
Cc1snc(SCC(=O)c2ccc([N+](=O)[O-])cc2)c1C#N	1714	1701
O=C(N/N=C/c1cc([N+](=O)[O-])ccc1Cl)c1cnccn1	1586	1478
COc1ccc(NC(=S)SC)cc1OC	1647	1539
CCOC(=O)C1(CC2CCCCO2)CCN(C(=O)Nc2ccccc2SC)CC1 (stereo unspecified)	1672	1513
CC(=O)Nc1ccc(C(=S)NCCCO)cc1	2048	1615
CC1(C)CC2CC(C)(CN2S(=O)(=O)c2ccc(C(=O)Nc3cccc(S(=O)(=O)N4CCOCC4)c3)cc2)C1 (stereo unspecified)	1682	1382

Reprinted from the part before: 5 entries; new compounds follow.
SMILES	SRC1 TRFRET art	SRC3 TRFRET art
O=C(N/N=C/c1cc([N+](=O)[O-])ccc1Cl)c1cnccn1	1586	1478
COc1ccc(NC(=S)SC)cc1OC	1647	1539
CCOC(=O)C1(CC2CCCCO2)CCN(C(=O)Nc2ccccc2SC)CC1 (stereo unspecified)	1672	1513
CC(=O)Nc1ccc(C(=S)NCCCO)cc1	2048	1615
CC1(C)CC2CC(C)(CN2S(=O)(=O)c2ccc(C(=O)Nc3cccc(S(=O)(=O)N4CCOCC4)c3)cc2)C1 (stereo unspecified)	1682	1382
O=C1c2cc(N3CCCC3)c([N+](=O)[O-])cc2C(=O)N1c1ccccc1	1685	1564
Cn1nccc1CNC(=O)c1ccnn1C	1699	1667
BrC(=C\c1ccccc1)/C=N/Nc1nc(N2CCOCC2)nc(N2CCOCC2)n1	1995	1690
Cc1ccc(NC(=O)CSc2nc(N)c3cc4c(nc3n2)CCCC4)cc1	1920	1722
COc1ccc(N2CCN(C(=O)c3cccnc3SCc3cccc(Br)c3)CC2)cc1	1784	1728
O=C(c1cccc([N+](=O)[O-])c1)c1ccc2c(c1)C(=O)N(c1c[nH]c(=O)[nH]c1=O)C2=O	1564	1720
Brc1ccc(Cn2c(-c3ccc(Br)o3)nc3ccccc32)o1	1897	1893
Cc1cc(C)c(NC(=O)COC(=O)/C=C/c2cccc(C(F)(F)F)c2)c(C)c1	1726	1726
O=C(O)c1cc(-c2cccc([N+](=O)[O-])c2)n[nH]1	1462	1569
O=C(COc1cccc2ccccc12)N/N=C/C=C/c1ccccc1	1830	1481
COc1ccc(Cn2nnnc2CN2CCC(c3nc4ccccc4s3)CC2)cc1	1785	1663
COc1ccc(CCN(Cc2cccs2)S(=O)(=O)c2ccc(C(=O)O)cc2)cc1OC	1588	1536
NC(CO)C(O)c1ccc([N+](=O)[O-])cc1 (stereo unspecified)	1734	1592
COc1cccc(CNC(=O)C(C(=O)NCc2cccc(OC)c2)c2ncc(C(F)(F)F)cc2Cl)c1	1739	1471
CCCCc1cc2c(s1)CCCC/C2=N/O	2035	1713
CCN(CC)C(=O)C(C)N(C#N)c1nc(Cl)nc(N(C)C)n1 (stereo unspecified)	1659	1228
Cc1cccc(N2CCN(C(=O)N3CCCCC3)CC2)c1C	1898	1763
CC(C)(C)NC(=O)CSc1nc(-c2ccccc2)cc(=O)[nH]1	2015	1556
O=C(NC1CCCCC1)N(C1=NCCCCC1)c1ccc(Br)cc1	1708	1659
COc1ccc(NC(=S)NCCCN2CCCC2)cc1Cl	1954	1605
CC(O)C(O)C(O)C(O)/C=N/NC(=O)c1ccccc1 (stereo unspecified)	1743	1706
CS(=O)(=O)N(Cc1ccc(Cl)cc1)c1ccc(C(=O)NCCSc2ccccn2)cc1	1522	1562
C=CCOc1ccc(/C=N/N2C(=O)C(CC(=O)Nc3ccc(F)cc3F)SC2=NC)cc1 (stereo unspecified)	1716	1753
CCOc1ccc(C(=O)NCC(=O)OCc2ccc(F)cc2Cl)cc1	1860	1543
CCN1/C(=C/C(C)=C/c2sc3ccccc3[n+]2CC)Sc2ccccc21	1984	1892
COC(=O)c1cc(Cl)c(NC(=O)/C=C/c2ccc(OC)cc2)cc1OC	1864	1495
FC(F)(F)c1cccc(Cc2noc(CN3CCC(c4ccncc4)CC3)n2)c1	1827	1641
O=C(CC(=O)N/N=C/c1ccccc1O)NCc1cccnc1	1692	1398
CNC(=S)NCCCc1ccccc1	1880	1427
Cc1ccc(C(=O)N/C(=C/c2ccc(-c3cccc([N+](=O)[O-])c3)o2)C(=O)NC(C)(C)C)cc1	1872	1720
O=C(/C=C/c1ccc2c(c1)OCO2)Nc1c(C(=O)O)[nH]c2ccccc12	1981	1783
COc1ccc(/C(N)=N/OC(=O)Cc2ccccc2[N+](=O)[O-])cc1	1459	1354
CCn1c(SCC(=O)NC(=O)NC(C)(C)C)nc2ccccc21	1591	1384
O=C(O)CSc1nnc(COc2ccc([N+](=O)[O-])cc2)n1-c1ccccc1	1525	1482
CCOc1ccccc1NC(=O)COC(=O)c1cc(C(=O)OC)cc([N+](=O)[O-])c1	1772	1626
Cc1nn(Cc2ccc(F)cc2)c(Cl)c1/C=N/NC(=O)c1cccnc1	1811	1611
CC(C)C(=O)Nc1cccc(NC(=O)c2cccc(Br)c2)c1	2052	1561
Cc1ccc(OCCOC(=O)c2sc(=S)n(C)c2C)cc1	1867	1701
O=C(c1ccc(Cl)c(S(=O)(=O)N2CCCC2)c1)N1CCN(c2ccccc2F)CC1	2031	1622
O=C(CSc1nnc(-c2ccncc2)o1)c1ccc2c(c1)OCCO2	1694	1343
Cc1ccsc1C(=O)OCC(=O)NC1CCS(=O)(=O)C1 (stereo unspecified)	1739	1536
CSCc1ccc(C(=O)Nc2cccc(C)c2C)cc1	1893	1637
COC(=O)c1ccccc1NC(=S)N1CCN(c2ccc(OC)cc2)CC1	1680	1569
COc1ccc(-c2cc(=O)c3c(OC)c(OC)c(OC)c(OC)c3o2)cc1OC	2007&1899	1488&1576
CCCCNC(=S)Nc1ccc(C(F)(F)F)cc1	1554	1556
O=C(Nc1nnc(C2=COCCO2)o1)C1CCCCC1	1840	1560
O=C(NCCOC(=O)c1ccc([N+](=O)[O-])cc1)c1cccnc1	1797	1693
Cc1ccc(C(=O)CC(c2cccs2)S(=O)(=O)c2ccc(C)cc2)cc1 (stereo unspecified)	1872	1661
CS(=O)(=O)Oc1ccc(Br)cc1/C=C1/N=C(c2ccco2)OC1=O	2115	1396
CCOc1cc(/C=N/Nc2nc(=O)[nH]nc2C)ccc1O	1631	1414
O=C(COc1ccc(Br)cc1Cl)c1ccc[nH]1	1843	1610
Cc1ccc2c(CC(=O)OC(C)C(=O)Nc3ncc(Cl)cc3Cl)coc2c1 (stereo unspecified)	1657	1453
CCCc1cc(C(=O)N2CCCC(C(=O)c3cccc4ccccc34)C2)n(C)n1 (stereo unspecified)	1585	1606
CC(C)Cc1ccc(C(C)NC(=O)c2ccc(=O)[nH]c2)cc1 (stereo unspecified)	1807	1623
Cc1nn(Cc2ccc(F)cc2)c(Cl)c1/C=N/NC(=O)c1ccccc1	1765	1634
O=C(O)CCCNc1c(C(=O)Nc2ccc(Cl)cc2)cc([N+](=O)[O-])cc1[N+](=O)[O-]	1997	1555
COc1ccccc1CNC(=O)CN(c1cccc([N+](=O)[O-])c1)S(C)(=O)=O	1690	1500
Cc1cccc(NC(=O)CNC(=O)COc2ccc(-c3ccc(C#N)cc3)cc2)c1C	2605*	1717
COc1ccc(/C=N/N=C2\SCC(=O)N2c2c(C)n(C)n(-c3ccccc3)c2=O)cc1OC	1818	1668
COc1ccc(C(=O)c2cc([N+](=O)[O-])ccc2N2CCCC2)cc1	1902	1598
COc1ccc(Cl)cc1-c1nc(-c2ccc(NC(=O)c3cccs3)cc2)no1	1977	1783

Source: PubChem
